Source: PubChem
HCMV antiviral: human cytomegalovirus inhibition. actives 4.5% (n = 410,000). HFF cells, HCMV-luciferase reporter, 72 h; hits give low values. AID 1259415. activity change, negative = inhibition, % at 57.5 µM; in the data active = activity change below about -60%; inconclusive = no clear call, values can overlap the other calls; inactive = above about -39%
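Screen run at 2 compound doses on HFFs infected with reporter HCMV, MOI 1 PFU/cell. Luciferase activity from cell lysates at 72 h post infection gave inhibition relative to buffer-only and Salinomycin wells.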
AmpC inh detg: inhibitors of E. coli AmpC beta-lactamase with detergent; P00811; AmpC hydrolysis of nitrocefin, absorbance 480 nm, 0.01% Triton; Potency, µM (top dose mostly 114 µM), without a hit: at the top dose activity change, negative = inhibition, actives largely listed as inhibitors; actives 0.041% (n = 370,000);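 also: potency is read from the fitted curve at half-maximal effect; 0% = no-compound wells and -100% = no-enzyme wells; nearly all actives have a fitted effect of over 25% in size; some results filed as inactive show a strong effect at the top dose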
Target sequence (P00811 whole entry, looked up): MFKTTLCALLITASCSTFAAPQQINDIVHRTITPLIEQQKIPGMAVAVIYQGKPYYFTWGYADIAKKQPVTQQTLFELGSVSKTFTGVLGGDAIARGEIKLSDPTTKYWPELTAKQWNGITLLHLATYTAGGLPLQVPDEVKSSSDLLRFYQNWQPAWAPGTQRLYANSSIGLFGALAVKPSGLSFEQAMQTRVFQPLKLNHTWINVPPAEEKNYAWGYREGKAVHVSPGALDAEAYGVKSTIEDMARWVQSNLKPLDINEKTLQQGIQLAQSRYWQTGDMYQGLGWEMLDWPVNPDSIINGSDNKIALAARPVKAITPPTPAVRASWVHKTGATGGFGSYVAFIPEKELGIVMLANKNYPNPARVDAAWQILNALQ
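20 mM phosphate pH 7.0 + 0.01% (detergent screen) or 0.0001% Triton X-100; 5.3 nM AmpC reagent; cpd preinc 15 min RT; nitrocefin (800 uM stock) to start; A480 q20 s × 4 min; Activity was normalised to no-enzyme and no-compound control wells.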
AmpC inh no detg: AmpC beta-lactamase inhibition without detergent; P00811; AmpC nitrocefin hydrolysis, absorbance 480 nm, 0.0001% Triton; Potency, µM (series often up to 57.1 µM), inactives show top-dose activity change, negative = inhibition, most hits filed as inhibitors; actives 0.52% (n = 330,000); AID 485341;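 also: potency is read from the fitted curve at half-maximal effect; plate controls were no compound for no effect and no enzyme for full effect; nearly all actives have a fitted effect of over 20% in size; some results filed as inactive show a strong effect at the top dose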
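AmpC (5.3 nM in the dispensed reagent) in 20 mM phosphate pH 7.0 with 0.01% (detergent screen) or 0.0001% Triton X-100 was preincubated with compounds for 15 min at room temperature. Nitrocefin was then added from an 800 uM solution, and hydrolysis was followed at 480 nm.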
AMA1 RON2 block: disrupts binding of P. falciparum AMA1 to RON2 | AlphaScreen AMA1-biotinylated RON2 peptide binding | Potency, µM (top dose mostly 58.2 µM), without a hit: at the top dose activity change, negative = inhibition, actives largely listed as inhibitors | actives 0.2% (n = 360,000);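 also: potency is read from the fitted curve at half-maximal effect; 0% = vehicle wells and -100% = peptide control; nearly all actives have a fitted effect of over 45% in size; some results filed as inactive show a strong effect at the top dose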
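AMA1 (3D7) with his tag at 25 nM final met compounds first, then biotinylated RON2 peptide at 25 nM; detection used donor plus acceptor beads, 10 µg/mL apiece, read by AlphaScreen after 30 min at room temperature.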
Sm TGR block: S. mansoni TGR enzyme inhibition. purified TGR, DTNB reduction, TNB absorbance 405 nm. Potency, µM (top dose mostly 114 µM), for inactives: at the highest dose activity change, negative = inhibition, actives largely listed as inhibitors. actives 3% (n = 360,000). AID 485364. Q962Y6; also: potency is read from the fitted curve at half-maximal effect; nearly all actives have a fitted effect of over 60% in size
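Kinetic colorimetric format: TGR-catalysed, NADPH-driven DTNB reduction monitored via TNB absorbance. Enzyme dispensed at 20 nM; compound exposure 15 min at room temperature before reaction start.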
Giardia FBPA inh: blocks Giardia fructose-bisphosphate aldolase activity. purified Giardia FBPA. Potency, µM (doses to about 59.6 µM), inactives show at the highest dose activity, negative = inhibition, hits mostly inhibitors. actives 0.71% (n = 290,000). AID 2451; also: potency is read from the fitted curve at half-maximal effect; nearly all actives have a fitted effect of over 55% in size
Target sequence (A8B2U2 whole entry, looked up): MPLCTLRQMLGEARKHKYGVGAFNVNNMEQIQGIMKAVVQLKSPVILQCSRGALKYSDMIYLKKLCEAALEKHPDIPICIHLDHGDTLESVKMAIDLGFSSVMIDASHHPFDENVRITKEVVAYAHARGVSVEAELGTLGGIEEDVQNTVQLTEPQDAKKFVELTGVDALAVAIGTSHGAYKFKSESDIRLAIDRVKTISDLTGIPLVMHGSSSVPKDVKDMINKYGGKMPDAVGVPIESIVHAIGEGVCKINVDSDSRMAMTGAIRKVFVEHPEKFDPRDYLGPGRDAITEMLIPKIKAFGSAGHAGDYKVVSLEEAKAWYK
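40 nM FBPA preincubated 10 min at RT with compound (up to 57.5 uM final), then substrate plus GAPDH/TPI/NAD/arsenate coupling and diaphorase/resazurin added. Fluorescence read after 20 min at RT, 525/598 nm.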
* hit, by the source's call; ? = inconclusive; nt = not tested or not shown; & = joins results of further samples; [ ] = another dose, or the depositor's remark. Unless noted, calls follow the shape of the dose curve; as a rule, active = well fitted curve in the direction sought with a large enough effect; inconclusive = small, poorly fitted or top-dose-only effect, or another doubt; inactive = no such curve, though single readings can be large; an effect the other way counts as inactive or inconclusive. Unless noted, % is scaled to controls: 0 for no effect and ±100 for the full control effect.

mol | HCMV antiviral | AmpC inh detg | AmpC inh no detg | AMA1 RON2 block | Sm TGR block | Giardia FBPA inh
CC(C)(C)OC(=O)CNC(=O)c1nc[nH]c1C(=O)N1CCN(c2ccccc2)CC1 | -11 | 7% | 31% | -2% | 1% | ?
COc1ccc(C2=NOC(Cn3nc(C(=O)NCc4ccc5c(c4)OCO5)cc3-c3ccccc3)C2)cc1 (stereo unspecified) | 13 | -8% | -26% | 0% | -1% | nt
CCCCn1c(N)c(N(CC(C)C)C(=O)C2CCN(S(=O)(=O)c3ccc(OCC)cc3)CC2)c(=O)[nH]c1=O | -38 | -4% | 34% | 6% | 1% | nt
COc1ccc(C/C(N)=N/n2cnnc2)cc1Cl | -7 | 4% | 0% | 1% | 1% | 7%
COc1cccc(C(=O)Nc2ccc(F)cc2F)c1 | 50 | ? | -17% | 12% | 2% | 1%
c1ccc(OCc2noc(CN3CCC(C4CCCCC4)C3)n2)cc1 (stereo unspecified) | -61* | -6% | 32% | -5% | -9% | 5%
Cc1ccc(C(=O)Nc2nc3ccc(S(C)(=O)=O)cc3s2)o1 | 75 | -4% | -16% | 4% | -15% | 2%
Cc1cc(OCc2ccc(C(=O)n3cccn3)o2)ccc1Cl | 99 | -4% | -19% | 40%[activator] | -20% | 3%
Cc1onc(-c2ccccc2Cl)c1C(=O)NCc1ccc(F)cc1 | 8 | -10% | -7% | 1% | 5% | -2%
C/C(=N\NC(=O)c1ccncc1)c1cc2ccccc2oc1=O | 2 | -14% | -24% | 57%[activator] | ? | -27%
COC(=O)c1cc(OC)c(OC)cc1NC(=O)c1c(-c2ccccc2)noc1C | 93 | -7% | 96%[activator] | -1% | 7% | -2%
CC1CC(N(C(=O)c2ccco2)c2ccccc2)c2ccccc2N1C(=O)c1ccco1 (stereo unspecified) | 32 | ? | -8% | 18% | -14% | -5%
NS(=O)(=O)c1ccc(CNC(=O)NC23CC4CC(CC(C4)C2)C3)cc1 | -6 | -8% | -56% | -9% | 2% | 4%
O=C(Nc1ccccc1)C(Cl)C(=O)c1ccccc1 (stereo unspecified) | 54 | ? | -43% | -8% | -26% | -12%
O=C(Nc1nc2ccccc2n1Cc1ccccc1)c1ccc(COc2ccccc2[N+](=O)[O-])o1 | -36 | 10% | -9% | 39%[activator] | 7% | -1%
COc1cccc(-c2cc(C(=O)Nc3cccnc3Cl)no2)c1 | -27&4 | ? | -23% | 9% | 5%&0% | -1%
COc1ccc(CC(NC(C)=O)C(=O)NC2CCN(c3c(Cc4ccccc4)c(C)nc4ncnn34)CC2)c(OC)c1 (stereo unspecified) | 30 | -1% | -2% | -2% | -7% | 0%
CN(c1ccccc1)c1nc(N)c([N+](=O)[O-])c(N2CCCCCC2)n1 | 31 | 8% | -33% | ? | 7% | 0%
COc1ccccc1N(CC(=O)NC1CCCC1)C(=O)c1csnn1 | 10 | -1% | -1% | 0% | 6% | 4%
O=S(=O)(Nc1ccc2c(c1)OCO2)c1ccc(Cl)cc1F | -36 | 6% | -16% | 3% | -13% | nt
COc1ccc(N2CCN(C(c3ccc4ncccc4c3)c3nnnn3C(C)C)CC2)cc1 (stereo unspecified) | 33 | 12% | 73%[activator] | -7% | -1% | -2%
O=C(NCc1ccccn1)NC12CC3CC(CC(C3)C1)C2 | 1 | 0% | -6% | 12% | 6% | -10%
O=C(C1=COCCO1)N(Cc1nnc(-c2ccc(Cl)cc2)o1)C1CC1 | -27 | -8% | -17% | 1% | 3% | nt
Fc1ccc(CSc2ncnc3scc(-c4ccccc4)c23)cc1 | 70 | -6% | -29% | 7% | -2% | 7%
C[C@H]1CC[C@@]2(O[C@@H](CCO)C[C@@H](O)[C@@H]2O)O1 | 13 | -1% | -8% | 24% | 0% | 0%
Cc1oc2c(c1C(=O)Nc1cccc(C(=O)O)c1)CCCC2 | 42 | ? | -26% | -7% | 4% | 14%
COc1ccc2[nH]c3c(c2c1)CCN1C(=O)C(CC(=O)NCc2ccc(OC)c(OC)c2)C[C@H](C(=O)N2CCOCC2)[C@@]31C (stereo partly specified) | 3 | nt | 81%[activator] | -2% | nt | nt
CCc1ccc(-n2nc3cc(C)c(NC(=O)c4ccccc4C)cc3n2)cc1 | 12 | -1% | nt | nt | -2% | nt
CCOC(=O)c1cnn(-c2ncnc3sc4c(c23)CCC4)c1N | 54 | -6% | -9% | 6% | -12% | 0%
N#C/C(C(=O)c1ccccc1)=C1/SC=C(N)N1c1ccccc1 | nt | ? | -53% | nt | ? | ?
CC(O)C(NS(=O)(=O)c1ccc(Cl)cc1)C(=O)OCC(=O)Nc1cccnc1Cl (stereo unspecified) | -10 | 4% | -10% | -6% | 1% | 1%
COCCNC(=O)c1ccc2c(c1)N(Cc1c(F)cccc1Cl)C(=O)c1ccccc1S2 | 5 | 3% | nt | nt | 4% | nt
CCOc1ccc(C(=O)N(Cc2ccc(C(C)C)cc2)Cc2ccco2)cc1 | 55 | 24% | nt | nt | -1% | nt
Cc1oc(C(C)(C)C)cc1-c1cc(NC(=O)c2ccc([N+](=O)[O-])cc2)n[nH]1 | -12 | -1% | -53% | -3% | -3% | 7%
CC(C(c1cccs1)c1c(N)n(C)c(=O)n(C)c1=O)[N+](=O)[O-] (stereo unspecified) | 0 | 5% | -18% | -2% | ? | 7%
COC(=O)c1sccc1NC(=O)Nc1ccc(F)cc1F | 4 | ? | -30% | 10% | -2% | -6%
COc1ccc(CC(=O)N(C)C2CCCN(Cc3ccccc3F)C2)cc1OC (stereo unspecified) | -2 | ? | 36% | 7% | 3% | 10%
Cc1ccc(-c2nc3nc(C)cc(N4CCN(c5cccc(C)c5C)CC4)n3n2)cc1 | 19 | 8% | nt | nt | 56µM* | nt
CC(C)c1ccc(CCNC(=O)CSC(=S)N2CCCC2)cc1 | 8 | -14% | -2% | -6% | 3% | nt
COc1cccc(NC(=O)CN(C)C(=O)c2ccc(S(=O)(=O)Nc3ccccc3F)cc2)c1 | 5 | -11% | -14% | -12% | 2% | nt
CCS(=O)(=O)c1nn2c(N)c(/C=C3/C=CC(=O)C(OC)=C3)c(=O)nc2s1 | -7 | -10% | -14% | 7%[11.6 µM] | -9% | 10%
CN(C)N1C(N)=C(C#N)C(c2ccccc2F)C2=C1CC(C)(C)CC2=O (stereo unspecified) | -15 | 10% | -6% | -2% | 7% | -19%
C#CCOCCOCCOCCNc1nc(N2CCN(C(=O)[C@H](CCC(=O)O)n3cc(C(N)[C@H](C)CC)nn3)CC2)nc(N2CCN(C(=O)[C@H](Cc3ccc(O)cc3)n3cc(C(N)[C@H](C)CC)nn3)CC2)n1 (stereo partly specified) | nt | -6% | 183%[activator] | 13% | 50µM* | -4%
CCc1ccc(CNC(=O)CCCn2nc(C)n3ccnc3c2=O)cc1 | 14 | -12% | -16% | 18% | -15% | -5%
C=CCn1c(SCC(=O)NC2CC2)nnc1C1CC1 | 12 | 1% | -18% | -2% | -1% | -10%
CCc1ccc(NC(=O)C(CC)Sc2nc3ccsc3c(=O)n2CCC(=O)O)cc1 (stereo unspecified) | -9 | -4% | -31% | -5% | -2% | nt
Cc1ccc(C(=O)c2cn(Cc3ccc(F)cc3)c3nc(C)ccc3c2=O)cc1 | -2 | 1% | nt | nt | -4% | nt
O=C1N=C(N2CCOCC2)S/C1=C\c1ccc(OS(=O)(=O)c2ccccc2)cc1 | ? | -1% | 150%[activator] | 3% | 0% | 3%
CCOC(=O)C1CCN(C(=O)c2cccc(N3C(=O)NC4CC3(C)Oc3ccc(C)cc34)c2)CC1 (stereo unspecified) | -24 | ? | 143%[activator] | -5% | -8% | nt
CCCCNC(=O)NNC(=O)c1ccoc1C | 58 | 3% | -7% | -7% | 24% | 17%

A portion taken from the entries so far:
mol | HCMV antiviral | AmpC inh detg | AmpC inh no detg | AMA1 RON2 block | Sm TGR block | Giardia FBPA inh
Cc1oc2c(c1C(=O)Nc1cccc(C(=O)O)c1)CCCC2 | 42 | ? | -26% | -7% | 4% | 14%
COc1ccc2[nH]c3c(c2c1)CCN1C(=O)C(CC(=O)NCc2ccc(OC)c(OC)c2)C[C@H](C(=O)N2CCOCC2)[C@@]31C (stereo partly specified) | 3 | nt | 81%[activator] | -2% | nt | nt
CCc1ccc(-n2nc3cc(C)c(NC(=O)c4ccccc4C)cc3n2)cc1 | 12 | -1% | nt | nt | -2% | nt
CCOC(=O)c1cnn(-c2ncnc3sc4c(c23)CCC4)c1N | 54 | -6% | -9% | 6% | -12% | 0%
N#C/C(C(=O)c1ccccc1)=C1/SC=C(N)N1c1ccccc1 | nt | ? | -53% | nt | ? | ?
CC(O)C(NS(=O)(=O)c1ccc(Cl)cc1)C(=O)OCC(=O)Nc1cccnc1Cl (stereo unspecified) | -10 | 4% | -10% | -6% | 1% | 1%
COCCNC(=O)c1ccc2c(c1)N(Cc1c(F)cccc1Cl)C(=O)c1ccccc1S2 | 5 | 3% | nt | nt | 4% | nt
CCOc1ccc(C(=O)N(Cc2ccc(C(C)C)cc2)Cc2ccco2)cc1 | 55 | 24% | nt | nt | -1% | nt
Cc1oc(C(C)(C)C)cc1-c1cc(NC(=O)c2ccc([N+](=O)[O-])cc2)n[nH]1 | -12 | -1% | -53% | -3% | -3% | 7%
CC(C(c1cccs1)c1c(N)n(C)c(=O)n(C)c1=O)[N+](=O)[O-] (stereo unspecified) | 0 | 5% | -18% | -2% | ? | 7%
COC(=O)c1sccc1NC(=O)Nc1ccc(F)cc1F | 4 | ? | -30% | 10% | -2% | -6%

Additional records follow:
canonical_smiles	HCMV antiviral	AmpC inh detg	AmpC inh no detg	AMA1 RON2 block	Sm TGR block	Giardia FBPA inh
Cc1cc(C)n(CC(=O)NNC(=O)CC(C)c2ccccc2)n1 (stereo unspecified)	-11	3%	-12%	99%[activator]	-3%	nt
C=C(C)Cn1c(SCCCO)nc2c1c(=O)[nH]c(=O)n2C	18	-16%	-14%	-1%	0%	-1%
CC1Oc2ccccc2N(CC(=O)Nc2ccc(F)cc2)C1=O (stereo unspecified)	-6	2%	-15%	-12%	13%	3%
CCOC(=O)N1CCN(S(=O)(=O)c2ccc(C(=O)N(CCN(C)C)c3nc4ccc(Cl)cc4s3)cc2)CC1	-25	8%	-3%	3%	-1%	nt
COc1ccc(S(=O)(=O)NC2CC(C)(C)NC(C)(C)C2)cc1	-27	0%	-14%	1%	8%	nt
COc1ccc(OC)c(NC(=O)CCNS(=O)(=O)c2cccc3nsnc23)c1	3&6	?	-24%	-21%	-1%&0%	1%
Cc1c(C(=O)NN)nc2ccccn12	2	-6%	-17%	60%[activator]	2%	2%
